VHR inh color = VHR1 (DUSP3) phosphatase inhibition; P51452; recombinant VHR phosphatase, colorimetric substrate read-out; inhibition, % at 20 µM; 50,000 compounds, 0.7% hits; AID 1992; in the data active means inhibition above about 60%; further: some results filed as inactive read as strong as hits
Target sequence (P51452 whole entry, looked up): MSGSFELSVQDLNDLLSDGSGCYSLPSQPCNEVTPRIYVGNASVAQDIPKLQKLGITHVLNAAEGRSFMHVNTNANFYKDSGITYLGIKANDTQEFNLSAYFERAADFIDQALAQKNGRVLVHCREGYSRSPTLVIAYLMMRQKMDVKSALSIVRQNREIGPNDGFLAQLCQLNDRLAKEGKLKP
* hit, by the source's call. Some of the compounds tested; count on the stated rates, not on these rows.

SMILES	VHR inh color
Cc1ccc(-n2nc3cc(C)c(NC(=O)c4cccnc4)cc3n2)cc1	8.4
CC(=O)N1CCN(c2ccc(NC(=O)c3cccc(Cl)c3)cc2)CC1	9.0
Cc1ccc(-n2[nH]c(=O)c(/C=C3\C=Nc4ccccc43)c2O)cc1Cl	-2.8
COc1ccc(C2C(C(=O)OC(C)C)C(=O)CC(C)(O)C2C(=O)OC(C)C)cc1 (centres undefined)	-6.5
Cc1nnc(SCC(=O)c2ccc(Cl)cc2Cl)s1	-5.5
CCC(=O)N1c2ccc(OC)cc2C(=C2SC(C(=O)OC)=C(C(=O)OC)S2)C(=S)C1(C)C	-16.8
COc1ccc(COC(=O)C2=C(C)NC3=C(C(=O)CCC3)C2c2cccc3ccccc23)cc1 (centres undefined)	1.6
Cc1ccccc1NC(=O)c1c(NC(=O)Cc2ccccc2)sc2c1CCC(C)C2 (centres undefined)	-15.0
N#CC1=C(N)Oc2c(c(=O)oc3ccccc23)C12C(=O)Nc1ccc(Br)cc12 (centres undefined)	-2.1
CC(=O)c1cccc(NC(=O)c2ccc(-c3ccc(Cl)cc3Cl)o2)c1	109.2*
CCOC(=O)c1c(-c2ccccc2)oc2c1C(=O)c1ccccc1C2=O	-14.1
CCOC(=O)c1c(C)nn2c1NC(c1ccc(Cl)cc1)CC2C(F)(F)F (centres undefined)	-19.6
COc1ccc(NC(=O)c2ccc(Cl)cc2)c2ncccc12	-10.3
O=C(NC(=S)Nc1ccc2oc(-c3ccc(I)cc3)nc2c1)c1ccco1	-7.6
O=C(/C=C/c1ccc(-c2cccc([N+](=O)[O-])c2)o1)c1ccc(F)cc1	-75.9
CCN(CC)CCCOc1ccc(C)cc1C(C)(C)C	-70.8
Cc1c(NC(=O)c2cn3c4c(c(N5CCN(C)CC5)c(F)cc4c2=O)OCN3C)c(=O)n(-c2ccccc2)n1C	-12.6
CCOc1ccccc1NC(=O)C1C2C3CCC(C3)C12 (centres undefined)	-7.8
C(=NCCc1ccccc1)c1ccc(OC2CSC2)cc1	-23.9
O=C(Nc1ccc(S(=O)(=O)Nc2nccs2)cc1)c1ccc(Cl)cc1	-3.4
C=CCN1C(=O)/C(=C\c2ccc(OC(=O)c3ccc([N+](=O)[O-])cc3)c(OC)c2)SC1=S	10.2
Cc1cc(C)cc(N2C(=O)NC(=O)/C(=C\c3ccsc3)C2=O)c1	-14.4
c1coc(-c2nc3c(ccc4ccccc43)[nH]2)c1	19.7
Cc1ccc([N+](=O)[O-])cc1N=Cc1ccc([N+](=O)[O-])o1	-5.7
CCOC(=O)c1sc(NC(=O)c2ccncc2)nc1C	-22.0
CCOC(=O)c1c(NC(=O)c2ccc(Cl)c([N+](=O)[O-])c2)sc(C(=O)Nc2cc(C(F)(F)F)ccc2Cl)c1C	1.9
O=C(NNC(=O)c1ccc(Cl)c([N+](=O)[O-])c1)c1cccc(Br)c1	-8.4
Cc1ccnc(N=Cc2ccc(C=Nc3cc(C)ccn3)cc2)c1	-43.7
O=C(N/N=C/c1ccc(F)c(Br)c1)c1cccc(Br)c1	-35.1
CCn1c2ccccc2c2cc(/C=N\NC(=O)c3cccc(C)c3)ccc21	-1.3
O=C(NOC(=O)c1ccc(Cl)cc1Cl)c1ccc(Cl)cc1	2.3
CCCCCCCOC(=O)CC(CN)c1ccccc1 (centres undefined)	6.3
CCN(CC)C(=O)c1c(-c2ccccc2)oc2ccc(O)cc12	-17.9
COc1ccc(C2/C(=C(\O)c3ccc(Cl)cc3)C(=O)C(=O)N2c2cccnc2)cc1OC (centres undefined)	20.2
O=C(O)c1cccc(S(=O)(=O)NCc2ccccc2)c1	-28.4
CCOc1ccc(N=Cc2cc(Cl)ccc2OC)cc1	-12.3
Oc1ccc(-c2cc(-c3ccc(O)cc3)nc(-c3ccccc3)n2)cc1	-4.1
CCc1ccc(N2C(=O)NC(=O)/C(=C\c3cc(I)c(O)c(OC)c3)C2=O)cc1	14.3
Oc1c(Br)cc(Br)cc1/C=N/Nc1nc(N2CCOCC2)nc(N2CCOCC2)n1	-10.4
Cc1ccc(NC(=O)C2C(c3ccccc3)=C2c2ccccc2)c(C)c1	-4.7

Part of the list above in a different format:
Molecule,VHR inh color
CCOC(=O)c1c(NC(=O)c2ccc(Cl)c([N+](=O)[O-])c2)sc(C(=O)Nc2cc(C(F)(F)F)ccc2Cl)c1C,1.9
O=C(NNC(=O)c1ccc(Cl)c([N+](=O)[O-])c1)c1cccc(Br)c1,-8.4
Cc1ccnc(N=Cc2ccc(C=Nc3cc(C)ccn3)cc2)c1,-43.7
O=C(N/N=C/c1ccc(F)c(Br)c1)c1cccc(Br)c1,-35.1
CCn1c2ccccc2c2cc(/C=N\NC(=O)c3cccc(C)c3)ccc21,-1.3

Next section.
SMILES	VHR inh color
COc1ccc(/C=C/C(=O)c2cccc(Br)c2)c(OC)c1	3.7
CCC(Oc1ccccc1)C(=O)Nc1cc(Cl)ccc1OC (centres undefined)	-13.7
O=C(NCC1CCCO1)c1ccc2c(c1)C(=O)N(N1C(=O)c3ccccc3C1=O)C2=O (centres undefined)	-17.0
COc1ccccc1NCC(=O)n1nc(C)cc1C	-0.5
O=C(Nc1cccc(C(F)(F)F)c1)c1cnn2c(C(F)(F)F)cc(-c3cccs3)nc12	-20.8
COC(=O)C1=C(C)NC2=C(C(=O)c3ccccc32)C1c1ccc(-c2ccc([N+](=O)[O-])cc2Br)o1 (centres undefined)	-6.2
COC(=O)C1=NNC2C(=O)N(c3cccc(C)c3)C(=O)C12 (centres undefined)	-1.8
C=CCn1c(SCC(=O)Nc2ccc(OC)cc2)nc(O)c(Cc2ccccc2)c1=O	7.9
CCN(CC)c1ccc(NC(=O)c2ccccc2[N+](=O)[O-])cc1	-4.5
CN1CCN(C2=NC(=O)/C(=C/c3ccc([N+](=O)[O-])cc3)S2)CC1	10.0
COc1ccc(/C(N)=N/OC(=O)/C=C/c2ccccc2)cc1	-12.8
O=C(c1cc2n(n1)C(C(F)(F)F)CC(c1ccc(Br)cc1)N2)N1CCCC1 (centres undefined)	-0.4
O=C1C2C3CCC(O3)C2C(=O)N1c1ccccc1 (centres undefined)	-21.7
O=C1NC(=O)C(=Cc2cccc(OCc3ccccc3)c2)C(=O)N1	-24.8
CN1C(=O)/C(=C\c2ccsc2)SC1=S	8.1
Cc1ccc(CNC(=O)C(=O)Nc2ccccc2Br)cc1	-34.1
O=C(c1ccccc1)N1CCN(c2ccc([N+](=O)[O-])cc2Cl)CC1	-5.9
Clc1cccc(Cl)c1SCCc1ccccn1	6.6
Cc1ccc(C(C)C)c(OCCOc2ccc(/C=N/n3cnnc3)cc2)c1	-17.4
CCCOc1ccc(/C=C/C(=O)c2cccs2)cc1OCC	-33.2

A run of entries from the list above, for reference:
SMILES	VHR inh color
CN1C(=O)/C(=C\c2ccsc2)SC1=S	8.1
Cc1ccc(CNC(=O)C(=O)Nc2ccccc2Br)cc1	-34.1
O=C(c1ccccc1)N1CCN(c2ccc([N+](=O)[O-])cc2Cl)CC1	-5.9
Clc1cccc(Cl)c1SCCc1ccccn1	6.6
Cc1ccc(C(C)C)c(OCCOc2ccc(/C=N/n3cnnc3)cc2)c1	-17.4
CCCOc1ccc(/C=C/C(=O)c2cccs2)cc1OCC	-33.2

Next part:
SMILES	VHR inh color
N/C(=N\OC(=O)Cc1ccccc1)c1ccccc1	-33.1
CC(C)N=CC1=C(O)CC(c2ccccc2)CC1=O (centres undefined)	-13.3
O=C1NC(=S)N/C1=C/c1cc(Br)c(O)c(I)c1	10.9
Cc1ccc(-c2cc(C(=O)N/N=C/c3ccco3)[nH]n2)cc1	-6.1
O=C(O)c1ccc(CS(=O)(=O)c2ccc(Br)cc2)cc1	13.4
CSc1nc(C)c(C(C)=O)cc1C#N	-9.7
COC(C(=O)N/N=C/c1ccc2c3c(cccc13)CC2)c1ccccc1 (centres undefined)	-11.6
COc1ccccc1NC(=O)COc1ccc(C)cc1	-29.8
CC(C)CN1C(=O)c2ccc(C(=O)Nc3c[nH]c(=O)[nH]c3=O)cc2C1=O	-22.2
O=C1NC(=Nc2cccc(O)c2)CS1	-5.0
O=C(CN(c1ccccc1)S(=O)(=O)c1ccccc1[N+](=O)[O-])N1CCCC1	-36.2
COc1cc(NC(=O)c2ccc3c(c2)C(=O)N(CC2CCCO2)C3=O)c(C(=O)O)cc1OC (centres undefined)	-15.9
O=C(CSc1ccccc1C(=O)O)Nc1ccccc1	-19.9
COc1ccccc1/C=C(\C#N)C(N)=O	-6.0
CCOC(=O)C1=C(C(=O)OCC)SC(=C2C(=S)C(C)(C)N(C(=O)CN3C(=O)CCC3=O)c3ccc(C)cc32)S1	0.0
COc1ccc(Cc2noc(COc3ccc(Cl)cc3)n2)cc1	2.3
COC(=O)CN(Cc1ccccc1)S(=O)(=O)c1ccccc1	-26.2
COc1ccc(-c2cc(C(F)(F)F)n3ncc(C(N)=O)c3n2)cc1OC	13.0
O=C(COc1ccc2c3c(c(=O)oc2c1)CCC3)c1ccc(-c2ccccc2)cc1	3.4
O=C(Nc1ccccc1O)c1ccc2c(c1)C(=O)N(c1cccc(C(=O)c3ccccc3)c1)C2=O	-5.6
CN(C)c1ccc(/C=N/N2C(=O)C3C(C2=O)C2C=CC3C23CC3)cc1Br (centres undefined)	-26.1
Cn1cc(C(=O)N/N=C/c2ccc(Br)cc2)ccc1=O	-22.7
CSc1nnc2c(n1)OC(c1cccc([N+](=O)[O-])c1)Nc1ccccc1-2 (centres undefined)	0.9
Cc1ccccc1NC(=O)c1c(NC(=O)Cc2ccccc2)sc2c1CCCC2	11.4
C=CCOc1c(Cl)cc(/C=C2\C(=O)NN(c3ccc(Cl)c(Cl)c3)C2=O)cc1OC	33.8
Nc1cc(S(=O)(=O)O)cc2cccc(S(=O)(=O)O)c12	5.1
COc1ccc(C2CC(=O)C3=C(C2)Nc2ccccc2NC3c2cccc(OC)c2OC)cc1OC (centres undefined)	-1.2
COc1ccc(CN2CCN(C3CCCC3)CC2)c(OC)c1	-17.9
CCN(CC)c1ccc(N=Cc2ccc(C=Nc3ccc(N(CC)CC)cc3)cc2)cc1	-33.9
CC(=O)C(Sc1ccc([N+](=O)[O-])cc1)C(C)=O	-4.1
COc1cccc(C2C(C(=O)Nc3ccccc3)=C(C)N=c3s/c(=C\c4ccc(N(C)C)cc4)c(=O)n32)c1 (centres undefined)	-5.3
CCNC(=O)c1c(-c2c(Cl)cccc2Cl)noc1C	-5.9
CCCC(=O)Nc1ccc(NC(=O)c2cc(Br)ccc2I)cc1	-14.0
O=C(NCc1ccccc1)/C(NC(=O)c1ccccc1)=C1\c2ccccc2-c2ccc([N+](=O)[O-])cc21	-8.1
CC(=O)c1ccc(NC2=NC(C)(C)Cc3ccccc32)cc1	0.6
COc1cccc(C2NC(=S)NC(C)=C2C(=O)Nc2cccc(Cl)c2)c1 (centres undefined)	37.6
CCC(Oc1ccccc1)C(=O)N1CCN(C)CC1 (centres undefined)	9.1
CCN1C(=O)/C(=C\c2cccc(OCCOc3cccc(OC)c3)c2)SC1=S	-3.5
Cc1ccc(C(=O)NC(C(=O)NC(C)(C)C)C23CC4CC(CC(C4)C2)C3)cc1 (centres undefined)	16.4
Cc1c(Cl)cccc1-c1ccc(C=O)o1	3.0
Cc1cc(NNc2ccc(Cl)cc2)c(C(N)=O)c(C)n1	-14.9
C#Cc1cccc(NC(=O)C(C)(C)C)c1	71.5
NC(=O)c1c(NC(=O)c2ccccc2Cl)sc2c1CCCC2	2.0
COc1cc(/C=C2\N=C(c3ccc(F)cc3)OC2=O)ccc1OC(=O)c1ccccc1Cl	2.6
N#Cc1ccccc1NC(=O)CSCCSCC(=O)Nc1ccccc1C#N	14.1
CC(/C=N\NC(=O)c1ccc2c(c1)OCO2)c1ccccc1 (centres undefined)	-14.5
Cc1c(Cl)c([N+](=O)[O-])nn1CC(=O)N1CCN(C)CC1	-3.5
O=c1oc(-c2ccc(Cl)c(Cl)c2)nc2ccccc12	-10.7
S=c1n(CN2CCOCC2)nnn1-c1ccccc1	-3.6
O=C(Nc1ccccc1C(F)(F)F)c1nn2c(c1Cl)NC(c1ccccc1)CC2C(F)(F)F (centres undefined)	12.1
COc1ccc(C2Nc3ccccc3C(=O)N2Cc2ccco2)cc1COc1ccc([N+](=O)[O-])c(C)c1 (centres undefined)	5.7
O=C1c2cc3ccccc3c(-c3ccccc3)c2C(=O)N1c1cccc(O)c1	-4.5
Cc1ccc(/C=N/Nc2nc(N3CCOCC3)nc(N3CCOCC3)n2)c(C)c1	-40.8
CN1CCN(/N=C2\C(=O)Nc3ccccc32)CC1	-11.3
C=CCn1c(NCc2ccc(N(CC)CC)cc2)nc2ccccc21	1.9
Cc1ccc(C23CC4CC(CC(C(=O)Nc5ccc(F)cc5F)(C4)C2)C3)cc1	-0.3
Cc1ccc(/C(N)=N/OC(=O)/C=C/c2ccccc2)cc1	-15.4
CCCOC(=O)C(C)Sc1n[nH]c(=O)[nH]c1=O (centres undefined)	-6.5
CCOc1cc(/C=N/NC(=O)c2cc(-c3ccc(Cl)cc3)n[nH]2)ccc1O	-2.9
COCCNC(=O)COc1ccccc1C	1.4
(next part)
SMILES	VHR inh color
CCC(=O)N1N=C2C3CCN(CC3)C2C1c1ccc([N+](=O)[O-])cc1 (centres undefined)	97.0
CC1=CC(C)(C)N(C(=S)NC(=O)c2ccccc2)c2ccccc21	-28.1
Cc1nn(CC(=O)Nc2c(F)cc(F)cc2Br)c(C)c1[N+](=O)[O-]	-22.7
O=S(=O)(Nc1ccccn1)c1cc(Cl)c(Cl)cc1Cl	13.8
COc1ccc(CCN2C(=O)/C(=C3/C(=O)N(C)c4ccccc43)SC2=S)cc1OC	0.6
COc1ccc(S(=O)(=O)Nc2ccc(S(=O)(=O)NC(C)=O)cc2)cc1	-10.6
Cc1ccc(OCCCN2CCOCC2)c(C(C)(C)C)c1	-1.0
COc1ccccc1/C=C1\SC(=S)N(C2CCS(=O)(=O)C2)C1=O (centres undefined)	10.6
COc1ccc2ccccc2c1C1C(C(C)=O)=C(C)N=c2s/c(=C\c3cccc(O)c3)c(=O)n21 (centres undefined)	-13.5
CCCOc1ccc(CCC(=O)O)cc1	1.2
COc1cc(/C=N\N2CCN(c3ccccc3)CC2)cc(Br)c1O	-6.0
CCN1CC2([N+](=O)[O-])C=C(C(N)=O)CC([N+](=O)[O-])(C1)C2 (centres undefined)	10.3
